H1N1 NS1A inhibition: H1N1 influenza NS1A inhibitors, functional cell based assay (AID 504329) | NS1A functional cell-based assay, percent inhibition; higher % means a stronger effect | actives 0.3% (n = 340,000) | inhibition, % at 12.5 µM; hits with a dose series show IC50 in µM; in the data active = a potency from the dose series; also: strong numbers were not always called active
PhoP GFP inhibition: Inhibition of PhoP regulon, Salmonella typhi GFP reporter cells, confirmation, 4 h (AID 1850) | Salmonella Typhi PhoP-promoter GFP reporter, fluorescence, 4 h; higher % means a stronger effect | one-dose inhibition, % at 50 µM; IC50 in µM for titrated hits | actives 0.33% (n = 310,000); in the data active = a potency from the dose series;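 also: 0% = induced wells with vehicle and 100% = uninduced wells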
VEEV TC-83 Vero: inhibitors of VEEV TC-83 cytopathic effect, confirmation, Vero cells (AID 588727). inhibition, % at 20 µM; hits with a dose series show IC50 in µM. Vero cells, VEEV TC-83 cytopathic effect inhibition; higher % means a stronger effect. actives 0.13% (n = 350,000); in the data active = a potency from the dose series; also: strong numbers were not always called active
M. tuberculosis HTS: M. tuberculosis growth inhibition, HTS (AID 449762); M. tuberculosis H37Rv growth inhibition, 7H9 media; higher % means a stronger effect; inhibition, % at 25 µM, or IC50 in µM where a hit was titrated; actives 0.59% (n = 330,000); in the data active = a potency from the dose series;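 also: bacterial growth assessed after seven days of incubation; strong numbers were not always called active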
tuberculosis growth: growth inhibition of non-replicating M. tuberculosis (AID 488890); Mycobacterium tuberculosis non-replicating, growth inhibition; higher % means a stronger effect; one-dose inhibition, % at 25 µM; IC50 in µM for titrated hits; actives 0.39% (n = 320,000); in the data active = a potency from the dose series;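 also: plate controls were DMSO cells for no effect and high antibiotic wells for full effect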
VEEV TC-83 Vero 10K pilot screen: recorded beside VEEV TC-83 Vero, whose call it bears; inhibition, %; measured here: 10K pilot screen inhibition
An asterisk follows results filed as active; i = inactive; nt = no result given.

SMILES | H1N1 NS1A inhibition | PhoP GFP inhibition | VEEV TC-83 Vero | M. tuberculosis HTS | tuberculosis growth | others
CCC(c1nnnn1C1CCCC1)N1CCN(c2ccccc2F)CC1 (stereo not given) | -4.9% | 12.7% | 1.3% | -11.4% | 14.8%
COc1ccc(Oc2nnc(-c3ccc(C)cc3)c3ccccc23)cc1 | -1.3% | 0.6% | i | 6.0% | 2.0%
O=C(NCc1cccnc1)c1c[nH]c2cc3c(cc2c1=O)OCCO3 | 12.4% | -1.3% | 2.8% | 5.3% | 3.8%
Cn1c(=O)[nH]c2sc3c(c2c1=O)CC(C)(C)OC3 | 0.5% | 1.8% | 2.1% | -2.9% | 2.9%
COc1cc(Cl)c(C)cc1NC(=O)COC(=O)/C=C/c1c(C)nn(C2CCS(=O)(=O)C2)c1Cl (stereo not given) | -6.1% | -2.2% | 10.5% | -2.5% | -12.5%
CC(C)C[C@@H](COc1ccccc1)N1CCN(CCc2ccccc2)CCC1=O | -18.5% | 2.5% | i | 1.1% | 13.7%
CC(C)(C)C(=O)Nc1sc2c(c1-c1nc3ccccc3[nH]1)CCCC2 | -17.3% | -6.0% | 7.5% | 2.1% | -5.5%
Cc1cc(/C=C2\C(=N)N3N=C(S(C)(=O)=O)SC3=NC2=O)c(C)n1Cc1ccccc1 | -2.1% | -1.9% | 0.8% | 2.6% | 64.5%
O=C(CN1C(=O)NC2(CCCC2)C1=O)Nc1nc(-c2ccc(F)cc2)cs1 | -1.3% | 3.8% | 5.0% | -1.0% | 7.0%
CC(=O)c1cc(Cc2csc(C(C)=O)c2)cs1 | 4.4% | 8.7% | 1.1% | 5.3% | 1.2%
CCOC(=O)C1CCN(C(=O)C(C)Sc2nnc3ccccn23)CC1 (stereo not given) | -7.2% | nt | 4.1% | -4.3% | 3.1%
CSC1=C(C#N)C(=O)NC(c2ccccc2O)S1 (stereo not given) | -4.2% | 8.7% | 4.0% | 1.5% | 3.2%
O=C(O)c1cc2n(n1)C(C(F)(F)F)CC(c1ccco1)N2 (stereo not given) | -2.0% | 1.1% | i | -1.6% | -14.2%
CCOc1cccc(NC(=O)C2CC(=O)N(C)C(=Nc3cccc(F)c3)S2)c1 (stereo not given) | -5.5% | -0.2% | 1.9% | 5.8% | -4.1%
N#CCC(=O)Nc1ccc(C(=O)OCC(=O)Nc2ccccc2-c2ccccc2)cc1 | nt | 3.0% | 1.4% | -1.2% | 15.3%
CCn1cc(CCCC(=O)NCc2cccnc2)c2ccccc21 | -4.4% | 3.2% | i | -1.2% | 3.2%
Cn1c(=O)cc(SCC(=O)NCCCN2CCOCC2)c2ccc(Cl)cc21 | 1.1% | -0.5% | 2.6% | 1.1% | -5.7%
CC(C)N(C(=O)CSc1nnc(Cc2csc(Nc3ccccc3)n2)o1)C(C)C | 5.1% | 7.7% | 5.8% | -9.4% | 30.2%
COc1ccc2cc(-c3cccnc3)ncc2c1 | -1.7% | nt | 0.7% | 4.0% | 28.1%
COc1ccccc1C(=O)NC(=O)COC(=O)CNC(=O)c1ccc(Cl)cc1Cl | -11.3% | 0.6% | 0.6% | -5.6% | -2.3%
CN(c1ccc(O)cc1)S(=O)(=O)c1ccc2ccccc2c1 | 1.2% | -8.1% | 8.1% | 0.9% | 20.0%
CCN(CC)C(=O)CN(c1cc2c(cc1OC)oc1ccccc12)S(=O)(=O)c1ccc(C)cc1 | 1.2% | -5.0% | 1.1% | -1.5% | 24.8%
COc1ccc(C(=O)Nc2nncs2)cc1S(=O)(=O)N1CCOCC1 | -1.4% | -0.6% | i | 1.3% | -2.8%
Cc1cc(NC(=O)c2ccc(Cl)cc2Cl)no1 | 5.8% | -5.7% | 0.2% | -2.0% | 7.2%
COC(=O)CSc1nsc(SCC(=O)OC)n1 | -1.0% | -0.8% | 3.4% | -0.6% | 72.9%
Cc1sc(NC(=O)c2c(F)cccc2F)nc1-c1ccccc1 | 0.0% | -4.0% | 4.7% | 5.4% | 77.3%
COc1cc(/C=N\NC(C)=O)ccc1OC/C=C/c1ccccc1 | -8.1% | -1.0% | 7.6% | -0.3% | 66.6%
CCN(CC)C1Oc2cc3c(cc2C(c2cccc(OC)c2O)C1C)OCO3 (stereo not given) | 8.1% | nt | 9.8% | nt | nt
CCOc1ccc(C=NC23CN4CN(CN(C4)C2)C3)cc1 | -14.4% | 2.8% | 1.9% | -9.9% | -22.6%
CC1(C)Cc2c(cnn2-c2ccccc2)C(NC(=O)CCCn2cncn2)C1 (stereo not given) | 4.4% | -3.8% | i | -3.5% | 13.2%
CN(C)CC(=O)N1CCc2ccccc2C1 | -10.6% | 7.0% | 0.6% | 7.3% | -6.4%
COC(=O)C1=C(N)OC2=C(C(=O)CC(C)(C)C2)C1c1ccccc1OCC#N (stereo not given) | 5.1% | -4.6% | 0.3% | 4.2% | -6.8%
O=C1C2CCCN2C(=O)N1CCCCN1CCN(c2ccc(F)cc2)CC1 (stereo not given) | 5.7% | -8.5% | i | -6.8% | -8.3%
CCOC(=O)c1c(NC(=O)C(=O)N/N=C/c2ccc(O)c(OC)c2)sc2c1CCCCC2 | -2.7% | 8.2% | 10.8% | -0.9% | 31.0%
CCN1CCN(C(c2ccccc2)c2sc3nc(C)nn3c2O)CC1 (stereo not given) | 2.9% | 1.0% | 0.2% | 3.5% | -22.3%
COc1cccc(C(=O)/C(C#N)=N/Nc2cccc(-c3ccnc(C)n3)c2)c1 | 10.6% | 0.8% | 1.1% | 14.8% | 45.0%
COC(=O)Nc1ccc2c(c1)N(C(=O)CCN1CCOCC1)c1ccccc1S2 | -19.0% | 0.6% | i | 0.8% | 39.8%
Cc1ccc(S(C)(=O)=O)cc1C(=O)N1CC(C(N)=O)Oc2ccccc21 (stereo not given) | 11.4% | 10.7% | i | -7.0% | -18.5%
CCCN1CCC(NC(=S)Nc2ccc(OC)c(OC)c2)CC1 | -6.8% | -2.3% | i | -1.6% | 4.3%
O=C(COC(=O)CCC(=O)c1ccc(Cl)cc1)NCc1ccco1 | -8.3% | 6.1% | 0.7% | -4.9% | 42.1%
CC(C)OC(=O)c1cc2c(=O)[nH]c(C(Cl)(Cl)Cl)nc2o1 | -6.7% | -0.1% | i | -4.9% | -8.4%
O=C(CSc1ncnc2c1cnn2-c1ccccc1)NC1CCS(=O)(=O)C1 (stereo not given) | -4.6% | nt | 1.6% | -8.5% | 6.5%
CC(OC(=O)c1ccccc1NS(=O)(=O)c1cccc(C(F)(F)F)c1)C(=O)N(C)Cc1ccccc1 (stereo not given) | 11.5% | -8.1% | i | 2.8% | 18.0%
Cc1ccc(NC(=O)CCN2C(=O)C3CC=CCC3C2=O)cc1Cl (stereo not given) | -4.6% | nt | 4.5% | -3.7% | 5.4%
CCOC(=O)c1ccc(NC(=O)c2cc(F)c(F)cc2Cl)cc1 | -6.8% | -1.8% | 1.9% | 5.4% | 28.9%
CCOC(=O)N1CCN(C(=O)C(CC(C)C)NS(=O)(=O)c2ccc(C)cc2)CC1 (stereo not given) | -3.0% | nt | 2.9% | 5.8% | -0.3%
CC(C)NC(=O)Nc1ccc2c(c1)C(=O)N([C@H](C)CO)C[C@H](C)[C@@H](CN(C)C(=O)Nc1ccc(C(F)(F)F)cc1)O2 | -13.7% | nt | 0.1% | -1.9% | 16.3%
Cc1cc(C)c(C(=O)CN2C(=O)NC3(CCCCCC3)C2=O)cc1C | 0.0% | -11.7% | 1.9% | 6.7% | -1.8%
Cc1ccc(C(=O)Nc2ccc(Cl)cn2)cc1 | 0.1% | -8.5% | i | 17.2% | 71.3%
O=C(O)c1cccc(NC(=O)c2ccc3c(c2)C(=O)N(CC2CCCO2)C3=O)c1 (stereo not given) | -8.8% | -1.8% | i | -0.3% | -10.6%

Other compounds follow:
SMILES | H1N1 NS1A inhibition | PhoP GFP inhibition | VEEV TC-83 Vero | M. tuberculosis HTS | tuberculosis growth | others
COc1ccc(/C=C2\CCc3ccccc3C2=O)cc1Cn1cccn1 | 11.0% | 6.1% | 4.4% | 1.0% | 40.1%
Cc1n[nH]c(C)c1CCC(=O)N/N=C/c1c[nH]c2ccccc12 | 1.5% | 15.9% | 2.6% | 4.3% | -6.8%
Nc1nc(NC(=O)Cc2ccccc2)nn1-c1ccccc1 | 8.6% | 18.6% | 1.7% | -3.0% | -7.9%
CN(Cc1ccccc1)c1nc2c(c(=O)[nH]c(=O)n2C)n1CCOc1ccccc1 | 8.0% | -4.3% | 4.6% | 1.2% | 11.1%
CCN(CC)CCNS(=O)(=O)c1ccc2[nH]cc(C(=O)O)c(=O)c2c1 | 1.6% | 3.0% | 0.0% | 1.7% | -18.0%
COc1ccc(S(=O)(=O)N2CCN(Cc3cccc(OC)c3)CC2)cc1 | -0.9% | -7.1% | i | 1.0% | 5.7%
CCOCCCN(CCC#N)S(=O)(=O)c1ccc(S(=O)(=O)N2CCCC2)cc1 | 2.8% | -7.5% | 2.2% | -2.8% | 1.9%
O=C(CCS(=O)(=O)c1ccc(Br)cc1)NC1CCCC1 | 0.2% | -4.3% | 4.7% | -14.0% | -8.9%
Cc1ccnc(SCC(=O)O)n1 | -9.3% | -6.5% | i | 1.2% | -9.5% | VEEV TC-83 Vero 10K pilot screen=1.1
COc1cccc(OCC(O)CN2CCc3ccccc3C2)c1 (stereo not given) | 4.8% | -8.7% | 0.2% | 3.1% | 6.1%
O=C1c2cccc([N+](=O)[O-])c2C(=O)N1c1ccccc1 | -1.6% | 4.6% | i | 3.3% | 0.2%
Cc1cccnc1NC(=O)c1sc2ccccc2c1Cl | 14.7% | -6.1% | 5.1% | -4.1% | -12.1%
COc1ccc(N(C(=O)Cc2cccs2)C(C(=O)NC2CCCCC2)c2cccn2C)cc1OC (stereo not given) | 33.0% | -11.7% | 0.2% | -4.9% | nt
CCOC(=O)[C@@H]1[C@H]2COc3cc(OC)ccc3[C@@H]2N2C(=O)N(c3ccc(Cl)cc3)C(=O)[C@]12C | -3.8% | -10.7% | i | 9.2% | 26.3%
CN1C(=O)N(CC(=O)Nc2sccc2C(N)=O)C(=O)C12CCCCC2 | -3.5% | nt | i | -3.6% | 25.4%
NS(=O)(=O)c1ccc(CCNc2nc(CN3CCCCC3)nc3sc4c(c23)CCC4)cc1 | 0.9% | 19.0% | i | -0.1% | 29.7%
O=C1NC(=O)C(=Cc2ccco2)S1 | 2.1% | nt | i | nt | nt
COc1ccccc1-c1nn(Cc2ccccc2)cc1C(=O)NCC(c1ccco1)N1CCCC1 (stereo not given) | -8.7% | nt | 1.4% | -1.8% | 11.3%
CCOC(=O)N1CCN(C(=O)c2ccc3c(=O)n(CCc4ccc(OC)c(OC)c4)c(=O)[nH]c3c2)CC1 | 8.8% | 7.9% | 1.8% | 7.5% | 21.5%
Cn1c(N)c(C#N)c2c(c1=S)CSC(C)(C)C2 | 3.4% | -7.7% | 4.5% | 5.1% | 12.1%
CCCSc1nsc(SCCC)c1C#N | -5.1% | -3.4% | 1.7% | -0.6% | 8.5%
Cn1c(SCC(=O)NNC(=O)c2ccccc2)nnc1C1CC1 | 6.9% | 12.5% | 0.4% | -1.6% | -6.7%

Among those listed so far, these contain fluorine.
SMILES | H1N1 NS1A inhibition | PhoP GFP inhibition | VEEV TC-83 Vero | M. tuberculosis HTS | tuberculosis growth | others
CCC(c1nnnn1C1CCCC1)N1CCN(c2ccccc2F)CC1 (stereo not given) | -4.9% | 12.7% | 1.3% | -11.4% | 14.8%
O=C(CN1C(=O)NC2(CCCC2)C1=O)Nc1nc(-c2ccc(F)cc2)cs1 | -1.3% | 3.8% | 5.0% | -1.0% | 7.0%
O=C(O)c1cc2n(n1)C(C(F)(F)F)CC(c1ccco1)N2 (stereo not given) | -2.0% | 1.1% | i | -1.6% | -14.2%
CCOc1cccc(NC(=O)C2CC(=O)N(C)C(=Nc3cccc(F)c3)S2)c1 (stereo not given) | -5.5% | -0.2% | 1.9% | 5.8% | -4.1%
Cc1sc(NC(=O)c2c(F)cccc2F)nc1-c1ccccc1 | 0.0% | -4.0% | 4.7% | 5.4% | 77.3%
O=C1C2CCCN2C(=O)N1CCCCN1CCN(c2ccc(F)cc2)CC1 (stereo not given) | 5.7% | -8.5% | i | -6.8% | -8.3%
CC(OC(=O)c1ccccc1NS(=O)(=O)c1cccc(C(F)(F)F)c1)C(=O)N(C)Cc1ccccc1 (stereo not given) | 11.5% | -8.1% | i | 2.8% | 18.0%
CCOC(=O)c1ccc(NC(=O)c2cc(F)c(F)cc2Cl)cc1 | -6.8% | -1.8% | 1.9% | 5.4% | 28.9%
CC(C)NC(=O)Nc1ccc2c(c1)C(=O)N([C@H](C)CO)C[C@H](C)[C@@H](CN(C)C(=O)Nc1ccc(C(F)(F)F)cc1)O2 | -13.7% | nt | 0.1% | -1.9% | 16.3%

Source: PubChem BioAssay (Southern Research Specialized Biocontainment Screening Center)
